Screening data as filed in PubChem BioAssay.
LAP4 TOR yeast = modulators of LAP4-GFP expression in yeast, primary screen, S. cerevisiae, multiplex flow cytometry, MLPCN library | 3 h; median GFP as percent of DMSO wells | GFP response vs DMSO, % at 10 µM | 0.34% of 320,000 active;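 active means GFP response vs DMSO above a set limit, about the screen mean plus 3 SD, cut at about 150% in these data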
RPL19A TOR yeast = RPL19A-GFP expression modulators in yeast, primary screen, cell-based, S. cerevisiae, multiplex flow cytometry, MLPCN; percent response vs DMSO, % at 10 µM; 0.3% of 330,000 active; S. cerevisiae RPL19A-GFP strain, 3 h; active compounds read low; AID 2025, 2009;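 active means percent response vs DMSO below 50%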;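 further: median channel GFP fluorescence of the barcoded RPL19A-GFP strain; ratio of sample median GFP to plate DMSO average so 100% = DMSO; lower means less RPL19A-GFP as with rapamycin TOR inhibition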
GASC-1 inh = inhibitors of GASC-1 histone demethylase, primary screen, biochemical, fluorescence, DELFIA europium. GST-JMJD2C(1-420) H3K9me3 demethylation. inhibition, % at 2.35 µM. 0.069% of 330,000 active. AID 2099, 2009;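 active means more than half of a compound's replicate wells show inhibition beyond 50%, single wells judged on their own value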;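 further: signal counts dimethyl H3K9 product captured on neutravidin plate; 0% = median of DMSO wells and 100% = 0.3 times that DMSO median; strong numbers were not always called active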
Target sequence (Q9H3R0 1-420 limits assumed): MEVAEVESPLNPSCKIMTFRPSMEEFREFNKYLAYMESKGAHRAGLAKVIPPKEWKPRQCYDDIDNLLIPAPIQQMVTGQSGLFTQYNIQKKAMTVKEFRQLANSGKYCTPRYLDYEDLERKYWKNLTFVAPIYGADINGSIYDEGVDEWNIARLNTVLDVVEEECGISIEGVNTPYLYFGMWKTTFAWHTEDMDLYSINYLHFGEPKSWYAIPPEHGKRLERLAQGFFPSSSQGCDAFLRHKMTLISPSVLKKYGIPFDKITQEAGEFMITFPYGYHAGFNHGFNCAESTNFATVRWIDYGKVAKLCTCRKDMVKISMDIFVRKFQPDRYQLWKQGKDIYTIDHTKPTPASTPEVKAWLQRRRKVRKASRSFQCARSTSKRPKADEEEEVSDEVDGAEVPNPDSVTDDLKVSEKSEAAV
AHR act = AHR activators, primary screen, cell-based, luminescence, luciferase reporter, human; Aryl hydrocarbon receptor (Homo sapiens), P35869; AHR-responsive luciferase reporter cells; activation, % at 5 µM; 2.5% of 320,000 active; in the data active means activation above about 47%;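 further: 0% = vehicle wells and 100% = reference agonist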
CR mimetic SO = reduction of superoxide in aged yeast, primary screen, HTS | S. cerevisiae aged cells, superoxide DHE fluorescence; active compounds read low | superoxide response (% of plate mean), % at 10 µM | 0.18% of 330,000 active | AID 2690, 2010;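 active means superoxide response under a set limit, about three screen SD below normal, cut at about 65% in these data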;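 further: yeast aged for seven days with compound at 30 °C before DHE staining; 100% = average MFI of all compound-treated wells on the plate with controls excluded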
proCasp3 act = activators of human procaspase-3 D3A mutant, primary screen, biochemical, absorbance, PC-3 D3A mutant, single concentration | Caspase-3 (Homo sapiens), P42574 | recombinant procaspase-3 D3A, Ac-DEVD-pNA absorbance 405 nm | activation, % at 8.5 µM | 0.11% of 330,000 active | AID 463141, 2010;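 active means activation above the mean of all tested compounds plus 3 SD, cut at about 21% in these data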;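 further: 0% = DMSO alone and 100% = DMSO wells spiked with extra 5 µM PC-3 D3A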
Target sequence (P42574 whole entry D9A/D28A/D175A): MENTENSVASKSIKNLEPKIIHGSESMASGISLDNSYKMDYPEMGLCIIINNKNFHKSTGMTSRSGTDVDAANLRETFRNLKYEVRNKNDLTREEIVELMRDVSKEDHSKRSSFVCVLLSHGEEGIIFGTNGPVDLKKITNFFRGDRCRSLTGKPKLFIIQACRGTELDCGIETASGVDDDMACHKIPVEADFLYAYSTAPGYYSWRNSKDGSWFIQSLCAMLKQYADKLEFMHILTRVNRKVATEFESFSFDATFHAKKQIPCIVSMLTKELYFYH
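Test system: Procaspase-3 D3A mutant, all three cleavage aspartates alanine | Dosing: Single dose, 8.5 µM nominal compound, 0.8% DMSO | Schedule: 1 h preincubation, 2 h reaction | Technique: 405 nm absorbance of p-nitroaniline, reads at 0 and 120 min | Repeats: One well per compound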
MEP2-GFP yeast = modulators of MEP2-GFP levels in yeast, primary screen, S. cerevisiae, multiplex flow cytometry, MLPCN library. AID 2016, 2009. 0.51% of 330,000 active. S. cerevisiae MEP2-GFP strain, 3 h; 100% = DMSO control level. GFP response vs DMSO, % at 10 µM;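 active means GFP response versus DMSO above a set limit, roughly screen mean plus 3 SD, cut at about 180% in these data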;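 further: median GFP fluorescence of the barcode-gated MEP2-GFP cells per well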
procasp7 counter = procaspase-7 activators, primary screen, counter-screen for procaspase-3 activator project, biochemical, absorbance, HTS, human; 0.093% of 330,000 active; recombinant procaspase-7, Ac-DEVD-pNA absorbance 405 nm; D23A/D198A/D206A triple mutant, cannot self-cleave; scale: DMSO 0, 5 µM enzyme 100; activation, % at 8.5 µM; Caspase-7 (Homo sapiens), P55210; AID 463210, 2010;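 active means percent activation above the screen-wide mean plus 3 SD, cut at about 25% in these data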
Target sequence (P55210 whole entry D23A/D198A/D206A): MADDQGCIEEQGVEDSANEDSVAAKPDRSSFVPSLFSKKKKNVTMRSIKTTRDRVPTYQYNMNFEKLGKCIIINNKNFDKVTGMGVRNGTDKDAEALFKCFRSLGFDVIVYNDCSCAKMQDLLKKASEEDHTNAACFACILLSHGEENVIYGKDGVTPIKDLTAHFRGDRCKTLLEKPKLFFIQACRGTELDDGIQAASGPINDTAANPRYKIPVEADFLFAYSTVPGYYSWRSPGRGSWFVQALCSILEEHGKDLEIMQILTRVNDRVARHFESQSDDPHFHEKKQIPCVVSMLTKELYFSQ
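buffer or medium = Zinc-free HEPES/NaCl buffer, pH 7.4 | material = Procaspase-7 triple mutant (PC-7 D3A) | input = 2 µM procaspase-7 mutant as dispensed | signal = Epi-absorbance of released pNA at 405 nm, two timepoints | timing = 1 h preincubation, 2 h reaction | replicates = singlicate compound testing | evaluation = % activation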
Starred values were filed as active, the others as inactive; . = not tested or not shown; & = joins results of further samples; [ ] = remark or other dose.

SMILES	LAP4 TOR yeast	RPL19A TOR yeast	GASC-1 inh	AHR act	CR mimetic SO	proCasp3 act	MEP2-GFP yeast	procasp7 counter
COc1ccccc1OCCC(=O)OCCN1C(=O)c2ccccc2C1=O	95.6	101.3	6.2	2.5	112.8	4.0	97.6	0.9
CC1CCc2nn(CC(=O)NCCCN3CCOCC3)cc2C1 (centres undefined)	99.4	99.8	12.5	-0.6	81.5	5.9	95.9	6.7
Clc1cccc(Cl)c1Cn1nnc(-c2cccs2)n1	99.3	98.8	.	64.8*	91.3	5.2	107.3	-7.2
C=CC[C@H](CC(=O)NCCO)C(=O)N[C@H](COC(=O)[C@@H](CC=C)Cc1ccc(F)cc1)Cc1ccccc1	90.4	96.4	1.9	-0.4	129.6	-1.0	91.2	-8.2
C[C@@H]1CN([C@@H](C)CO)C(=O)c2cc(NC(=O)Nc3ccccc3)ccc2O[C@H]1CN(C)C(=O)Nc1cccc2ccccc12	94.8	94.5	8.8	2.4	87.6	0.1	94.6	5.4
COc1ccc(OCCSc2n[nH]c(N)n2)cc1	94.6	95.5	-0.4	9.5	99.3	0.8	96.4	-6.5
O=[N+]([O-])c1cc(/C=N/O)ccc1Sc1ccccc1	80.0	94.1	18.1	-3.6	130.5	-1.7	133.2	1.5
O=C(CSc1oc(-c2ccc(F)cc2)nc1S(=O)(=O)c1ccccc1)NCC1CCCO1 (centres undefined)	96.2	93.4	68.0	17.7	96.3	11.5	90.5	3.3
COc1cccc(NC(=O)COC(=O)Cc2ccc(Br)cc2)c1	110.0	102.1	-6.3	-0.1	90.5	4.9	104.7	5.3
COc1ccc(C(=O)N2CCN(C(=O)C3COc4ccccc4O3)CC2)cc1OC (centres undefined)	112.4	107.9	12.2	-0.6	111.6	-1.4	111.8	6.4
Cc1ccc(N=Nc2ccc(O)c3ncccc23)cc1	157.1*	91.9	-1.9	47.3*	96.1	2.4	99.2	20.3
COCCCNc1nc2nonc2nc1N1CCN(C2CCCC2)CC1	105.2	101.6	4.5	2.0	106.8	-7.4	99.8	7.1
O=C(Nc1ccccc1N1CCN(C(=O)c2ccccc2)CC1)c1ccccc1Cl	107.0	93.2	8.1	6.2	87.7	-8.4	100.0	-6.8
CC(C)c1nnc(NC(=O)C2CCCN2C(=O)Nc2ccccc2[N+](=O)[O-])s1 (centres undefined)	106.2	96.9	1.1	0.6	126.1	6.5	91.2	6.7
CCn1cc(S(=O)(=O)CC(=O)Nc2ccc3c(c2)OCO3)c2ccccc21	100.2	98.0	10.2&6.3	45.9	97.3	-1.8	99.5	4.2
Cc1cc(C)cc(NC(=O)c2ccc3nc[nH]c3c2)c1	94.0	107.2	-21.2	45.4	98.1	-2.2	109.5	-2.5
CCc1ccc(NC2=CC(=O)CC(c3ccco3)C2)cc1 (centres undefined)	89.9	91.3	8.7	14.8	103.1	10.9	92.4	3.9
CCC(CC)NC(=O)Cn1c(C(C)NC(C)=O)nc2ccccc21 (centres undefined)	98.7	111.6	.	0.4	95.6	-12.0	106.0	-8.1
O=C(Cn1cnc([N+](=O)[O-])c1)Nc1ccccc1C(F)(F)F	98.3	96.9	0.7	-1.0	108.0	1.3	105.8	-5.6
CN(C)Cc1c(C(=O)N/N=C/c2ccccc2OCc2c(F)cccc2Cl)nnn1-c1nonc1N	99.8	99.1	-5.3	-1.8	88.5	-2.7	105.5	4.5
CCOC(=O)[C@H]1O[C@@H]1C(=O)N[C@@H](CC(C)C)C(=O)NCCC(C)C	101.6	99.5	-4.8	-1.7	94.5	12.5	93.7	-7.5
CC1(c2cccc(Br)c2)NC(=O)N(CC(=O)Nc2ccc3c(c2)OCCO3)C1=O (centres undefined)	100.9	100.5	-0.4	2.0	114.6	5.2	99.1	-2.9
CN(C)c1ccc(C2N(c3ccc(Cl)cc3)C(=O)C3CCCN32)cc1 (centres undefined)	91.5	96.2	1.1	20.3	102.1	10.9	95.2	7.2
O=C(NC1CCCC1)C(c1ccncc1)N(CC1CCCO1)C(=O)Cn1nnc(-c2cccs2)n1 (centres undefined)	94.8	99.1	4.0	1.8	112.3	4.2	95.4	-5.4
Cc1c(CN2CCCCC2C)c(=O)n(-c2ccccc2)n1C (centres undefined)	94.1	93.3	-15.0	-1.0	98.8	-1.9	93.6	-3.7
CC(NC(=O)c1cc2ccccc2oc1=O)c1ccc(O)cc1 (centres undefined)	104.5	97.0	-1.6	-0.2	89.4	-1.6	109.1	-0.6
COc1ccc(OC)c(NC(=O)C2CC(=O)N(c3ccccc3)C2)c1 (centres undefined)	96.4	91.5	5.8	-1.8	87.8	-1.4	94.1	7.9
COc1ccsc1C(=O)NCCN1CCOCC1	108.2[may fluoresce green]	93.8[may fluoresce green]	7.5	1.4	110.0	2.5	109.4[may fluoresce green]	5.8
Cc1[nH]c2ccc(C(=O)OCC(=O)NC3(C#N)CCCCC3)cc2c1C	97.2	98.2	3.1	2.7	96.8	-10.3	103.7	1.2
COCCNC(=O)c1cccc(C)c1[N+](=O)[O-]	98.8	104.9	0.5	1.6	115.4	0.5	106.7	-5.4
COc1ccc(C(=O)N(CC(=O)NC(C)(C)C)c2ccc3c(c2)OCCO3)cc1OC	107.0	101.0	-2.6	0.9	83.9	6.5	106.4	2.1
Cc1cc2nc(-c3cccnc3SCC(=O)NC(C)C)[nH]c2cc1C	82.7	99.8	-2.1	53.5*	98.8	3.4	86.9	2.7
C/C(=C\C(=O)c1ccccc1)Nc1cccc(O)c1	105.3	96.6	25.8	-0.4	96.4	2.1	100.3	-12.7
CCC[C@@H](CN1CCC[C@H]1CN1C(N)=NC[C@@H]1Cc1ccccc1)N1C[C@@H]([C@H](C)CC)N(CCc2ccc(Cl)c(Cl)c2)C1=N	107.7	104.9	.	-0.9	124.5	-6.2	98.8	-4.1
Cc1cccc2cc(C(c3nnnn3CC3CCCO3)N3CCc4ccccc4C3)c(=O)[nH]c12 (centres undefined)	105.1	102.0	.	9.4	91.0	-7.0	106.7	-22.2
O=C1NC2(CCCCCC2)N=C1c1ccc(F)cc1	99.6	106.8	17.1	2.9	125.9	8.0	100.1	-5.1
COc1ccc(S(=O)(=O)N2CCC(C(N)=O)(N3CCCCC3)CC2)cc1OC	100.7	106.3	-5.0	1.6	109.2	-3.8	107.3	-8.8
CN(C)S(=O)(=O)c1ccc(Cl)c(NC(=O)COC(=O)CC(NC(N)=O)c2ccc(Cl)cc2)c1 (centres undefined)	92.7	96.9	6.0	1.9	78.9	2.1	92.3	-1.1
COc1ccc(OC)c(C(=O)Cn2cnc3ccccc3c2=O)c1	90.0	96.9	-1.6	7.6	94.9	2.5	91.3	-9.1
CCC(CC)C(=O)Nc1nnc(S(=O)(=O)N2c3ccccc3CC2C)s1 (centres undefined)	99.3	99.8	-13.8	0.7	104.5	14.1	94.7	-3.1
COc1cccc(NC(=S)N(Cc2ccc(C(=O)O)cc2)Cc2ccc(OC)c(OC)c2)c1	101.4	93.2	2.2	2.6	99.6	-18.9	86.8	-16.6
COc1ccc(Cl)cc1NC(=O)CN(C)S(=O)(=O)c1cccs1	53.8[may fluoresce violet]	31.8*[may fluoresce violet]	14.8	6.8	102.0	1.4	201.2*[may fluoresce violet]	-5.2
Cc1ccc(NS(=O)(=O)c2ccc(C)c(C(=O)N3CCOCC3)c2)cc1	78.2	105.4	20.7	-0.3	102.4	-0.2	101.5	-2.8
Cc1ccc(NC(=O)COC(=O)CCc2ccccc2)cc1S(=O)(=O)N1CCOCC1	101.8	100.3	7.1	0.9	75.7	0.7	102.2	-0.9
O=C(NNC(=O)c1ccc(NC(=O)C2CC2)cc1)c1ccc(F)cc1	78.8	126.1	8.3	.	98.5	.	111.4	.
Cc1ccc(NC(=O)COc2ccc(-n3cnnn3)cc2)cc1C	126.0	100.5	-12.6	0.8	94.7	-0.9	107.8	3.8
Cc1cccc(C)c1NC(=O)c1cccnc1	82.9	101.3	20.1	1.2	91.9	8.6	109.9	6.4
CC(Nc1ccc(F)cc1)=[N+](C)CCNS(=O)(=O)c1ccc(Cl)cc1	104.1	97.3	-5.6	1.9	109.6	1.1	97.8	4.2
CCOC(=O)C1=C(CC)Nc2ccccc2N=C1NC(=O)c1cc(S(=O)(=O)N(C)C)ccc1Cl	107.1	106.7	17.8	2.1	94.6	-0.4	112.9	3.2
CC(=O)NC1(C(F)(F)F)NC(=O)N(CCc2ccccc2)C1=O (centres undefined)	105.0	96.7	-18.0	-0.6	78.4	-5.5	94.1	-0.6
Cc1oc(CC(C)C)cc1C(=O)Nc1ccc(C(=O)O)cc1	111.2	94.7	1.8	1.7	96.1	-1.8	85.8	-0.7
O=C(OCc1ccccc1)C1=[N+]([O-])OC(C(=O)OCc2ccccc2)C1c1c[nH]c2ccccc12 (centres undefined)	105.0	107.6	3.6	13.8	102.6	-9.8	101.7	-9.3
CN(Cc1nc(Cc2cccc(F)c2)no1)CC1COCCO1 (centres undefined)	91.7	96.6	-1.8	-2.1	102.6	-1.7	93.8	-0.5
Cc1cnc(CNC(=O)CC2C(=O)NCCN2Cc2cccc(F)c2F)cn1 (centres undefined)	93.7	101.0	-6.3	1.6	100.2	0.6	86.9	4.5
Cc1noc(C)c1CSCC(=O)Nc1nnc(CC(C)C)s1	97.9	102.4	6.3	4.5	103.0	-8.1	104.2	10.5
Cc1cc(C(F)(F)F)nc(SCC(=O)Nc2ccccc2)n1	103.0	96.3	2.3	-1.7	93.7	4.2	103.9	6.0
Cc1cccc(C(=O)OCC(=O)NCc2ccco2)c1	98.0	108.1	-9.0	-1.9	103.8	-3.4	105.0	-5.7
CCc1noc(C)c1C(=O)Nc1ccc(C#N)cc1	106.4	99.5	9.5	1.6	104.1	2.6	101.2	4.1
O=C(CCC1CC(=O)Nc2ccccc21)NCc1cccnc1 (centres undefined)	102.4	99.3	-4.5	0.6	86.1	1.9	103.9	7.3

Arranged by molar mass (lowest first): 4 of the compounds above.
SMILES	LAP4 TOR yeast	RPL19A TOR yeast	GASC-1 inh	AHR act	CR mimetic SO	proCasp3 act	MEP2-GFP yeast	procasp7 counter
Cc1cccc(C(=O)OCC(=O)NCc2ccco2)c1	98.0	108.1	-9.0	-1.9	103.8	-3.4	105.0	-5.7
Cc1oc(CC(C)C)cc1C(=O)Nc1ccc(C(=O)O)cc1	111.2	94.7	1.8	1.7	96.1	-1.8	85.8	-0.7
Cc1ccc(NC(=O)COc2ccc(-n3cnnn3)cc2)cc1C	126.0	100.5	-12.6	0.8	94.7	-0.9	107.8	3.8
Cc1cnc(CNC(=O)CC2C(=O)NCCN2Cc2cccc(F)c2F)cn1 (centres undefined)	93.7	101.0	-6.3	1.6	100.2	0.6	86.9	4.5
